Tau fluor cs = counter-screen for tau fibril formation inhibitors | tau K18 P301L Alexa594 fluorescence, heparin fibrillization | Potency, µM (highest dose often 57.7 µM), for inactives: at the highest dose activity change, negative = decrease | 280,000 compounds, 0.93% hits | AID 1463; note: % is set by controls: 0 for no effect and ±100 for the full control effect; nearly all actives have a fitted effect of over 55% in size
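Human K18 P301L tau (15 uM unlabeled plus 0.24 uM Alexa 594-labeled, final) in 100 mM sodium acetate pH 7 was mixed with compound and 20 uM heparin and incubated 6 hr at 37 C.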
HTT cytoprotect = protects HTT-Q103 PC12 cells, measured by ATP; PC12 HTT-Q103 induced, cytoprotection, ATP luminescence, 40 h; Potency, µM (titrated, usually from 56.4 µM), for inactives: cytoprotection (ATP increase), actives largely listed as activators; 230,000 compounds, 0.14% hits;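 note: % of control where 0% means no effect; nearly all actives have a fitted effect of over 45% in size; toxic huntingtin expression switched on by the ecdysone agonist tebufenozide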
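Huntington model: PC12 line, ecdysone-inducible HTTQ103 exon1–GFP, tebufenozide 100 nM. Test articles in a dose series. Endpoint luminescence from cellular ATP.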
Tau fibril FP = inhibitors of human tau fibril formation; K18 P301L tau heparin fibrillization, Alexa594 FP, 6 h; AID 1468; Potency, µM (doses to about 57.7 µM), without a hit: at the top dose activity, negative = inhibition, actives largely listed as inhibitors; 280,000 compounds, 0.39% hits; P10636; note: % is set by controls: 0 for no effect and ±100 for the full control effect; nearly all actives have a fitted effect of over 55% in size
Target sequence (P10636 561-689 P618L limits assumed): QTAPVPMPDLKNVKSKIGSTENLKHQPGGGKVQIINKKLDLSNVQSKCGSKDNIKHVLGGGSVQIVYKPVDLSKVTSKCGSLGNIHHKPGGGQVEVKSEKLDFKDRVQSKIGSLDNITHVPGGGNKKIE
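Quantitative HTS format: compounds meet 15 uM recombinant K18 P301L tau and Alexa 594-tau tracer in 100 mM sodium acetate pH 7; 20 uM heparin triggers fibrillization at 37 C over 6 hr; FP gives the signal.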
TRb SRC2 PPI = disrupts binding of human TR beta to SRC2. P10828. TRbeta-SRC2 peptide binding, fluorescence polarization; receptor liganded with 1 µM T3. Potency, µM (doses to about 106 µM), without a hit: at the highest dose activity change, negative = inhibition, most hits filed as inhibitors. 280,000 compounds, 0.065% hits. AID 1469;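 note: plate controls were bound peptide for no effect and peptide without receptor for full effect; nearly all actives have a fitted effect of over 50% in size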
Target sequence (P10828 whole entry, looked up): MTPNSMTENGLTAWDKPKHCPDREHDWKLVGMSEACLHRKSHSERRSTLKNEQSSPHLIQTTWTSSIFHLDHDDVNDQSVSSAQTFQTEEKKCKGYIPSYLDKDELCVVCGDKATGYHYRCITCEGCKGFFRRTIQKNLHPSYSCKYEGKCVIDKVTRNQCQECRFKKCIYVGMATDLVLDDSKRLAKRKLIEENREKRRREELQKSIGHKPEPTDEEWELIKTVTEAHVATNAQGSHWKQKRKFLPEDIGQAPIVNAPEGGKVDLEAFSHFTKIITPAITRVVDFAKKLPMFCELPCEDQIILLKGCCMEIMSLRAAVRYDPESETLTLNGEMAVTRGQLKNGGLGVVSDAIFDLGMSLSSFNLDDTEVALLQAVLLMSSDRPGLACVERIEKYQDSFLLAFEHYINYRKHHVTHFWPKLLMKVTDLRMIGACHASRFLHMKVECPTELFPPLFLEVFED
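Polarization signal, normalized between peptide-alone and full complex controls, measured compound effects on T3-liganded human TRb LBD (0.6 uM) binding 20 nM Texas Red SRC2 peptide after 5 hr.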
L3MBTL1 inh = inhibitors of human L3MBTL1; AlphaScreen L3MBTL1–H3K9me1 peptide binding; Potency, µM (highest dose often 57.1 µM), for inactives: top-dose activity, negative = inhibition, most hits filed as inhibitors; 230,000 compounds, 0.66% hits; AID 485360; note: % is set by controls: 0 for no effect and ±100 for the full control effect; nearly all actives have a fitted effect of over 60% in size
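L3MBTL1 (50 nM) pre-complexed 30 min with biotinylated H3(1-15)K9me1 peptide (75 nM), then compounds added for 30 min at room temperature; AlphaScreen streptavidin donor/nickel chelate acceptor beads (10 ug/mL final) read after 30 min dark incubation.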
RECQ1 inh = blocks DNA unwinding by human RECQ1. RECQ1 DNA unwinding, red fluorescence kinetic read. P46063. 240,000 compounds, 0.54% hits. Potency, µM (series often up to 57.3 µM), for inactives: at the highest dose activity, negative = inhibition, hits mostly inhibitors. AID 2549;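 note: plate controls were vehicle for no effect and no enzyme for full effect; nearly all actives have a fitted effect of over 30% in size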
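50 nM RECQ1T1 preincubated 15 min with compound in Tris pH 8.0 buffer with MgCl2, DTT, Tween-20 and 2.5 ug/ml poly(dI-dC); started with 200 nM TAMRA/BHQ-2 forked duplex and 2 mM ATP. Unwinding read as fluorescence (525/598 nm), two reads 2 h apart.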
TR SRC2 fluor cs = Texas Red fluorescence interference in TRb-SRC2 counter-screen. Potency, µM (highest dose often 106 µM), without a hit: top-dose fluorescence change, negative = quenching. 280,000 compounds, 0.29% hits. TRb/SRC2 Texas Red total fluorescence interference. AID 1479; active = well fitted curve in either direction with a large enough effect; inconclusive = small, poorly fitted or top-dose-only effect; note: % is set by controls: 0 for no effect and ±100 for the full control effect
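Human TRβ ligand-binding domain (0.6 uM) and Texas Red SRC2 peptide (20 nM) in Tris buffer with 1 uM T3 and 5% DMSO were incubated with pinned compound for 5 hr at ambient temperature. Total fluorescence was computed as S + 2P (555/632 nm).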
Tau ThT inhib = blocks human tau fibril formation measured by thioflavin T. 270,000 compounds, 2.1% hits. recombinant tau K18 P301L (four-repeat tau fragment), heparin-induced fibrillization, ThT fluorescence. Potency, µM (series often up to 57.4 µM), without a hit: at the highest dose activity, negative = inhibition, actives largely listed as inhibitors; note: % is set by controls: 0 for no effect and ±100 for the full control effect; nearly all actives have a fitted effect of over 55% in size
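Tau K18 P301L fragment (15 uM unlabeled plus 0.24 uM Alexa 594-labeled) in 100 mM sodium acetate pH 7 with compound, fibrillization induced by 20 uM heparin for 6 hr at 37 C. Thioflavin T (30 uM) added, fluorescence read after 1 hr (ex 450, em 510 nm).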
* = called active by the depositor; i = inactive; ? = inconclusive; · = not tested or not shown; & = joins results of further samples; [ ] = remark or other dose. Unless noted, calls come from the whole dose curve; as a rule, active = well fitted curve in the direction sought with a large enough effect; inconclusive = small, poorly fitted or top-dose-only effect, or another doubt; inactive = no such curve, though single readings can be large; an effect the other way counts as inactive or inconclusive. Potency is the fitted concentration of half-maximal effect. Some of the compounds tested; count on the stated rates, not on these rows.

A first look, two compounds:
item | canonical_smiles | Tau fluor cs | HTT cytoprotect | Tau fibril FP | TRb SRC2 PPI | L3MBTL1 inh | RECQ1 inh | TR SRC2 fluor cs | Tau ThT inhib
1 | Cc1cc(C)n(-c2n[nH]c(C)c2[N+](=O)[O-])n1 | 11% | -7%[10 µM] | -8%[2.34 µM] | 0% | 2% | i | -7% | 11%
2 | C/C(CCc1ccccc1)=N\NC(=O)CCc1ccccc1 | 1% | 0%[10 µM] | 2% | 5% | 3% | ? | 0% | -5%

Results, from the first entry:
item | canonical_smiles | Tau fluor cs | HTT cytoprotect | Tau fibril FP | TRb SRC2 PPI | L3MBTL1 inh | RECQ1 inh | TR SRC2 fluor cs | Tau ThT inhib
1 | Cc1cc(C)n(-c2n[nH]c(C)c2[N+](=O)[O-])n1 | 11% | -7%[10 µM] | -8%[2.34 µM] | 0% | 2% | i | -7% | 11%
2 | C/C(CCc1ccccc1)=N\NC(=O)CCc1ccccc1 | 1% | 0%[10 µM] | 2% | 5% | 3% | ? | 0% | -5%
3 | CCOC(=O)CSC1=Nc2ccccc2C2=NC(CC(=O)NCc3cccs3)C(=O)N12 (stereo unspecified) | -1% | -5% | 1% | 5% | -4% | i | -2% | -6%
4 | O=C(CSc1nnc(Nc2ccccc2)s1)NCc1cccs1 | -13% | 9%[10 µM] | -3% | 1% | 6% | 1% | 4% | -5%
5 | CCc1c(C(=O)Nc2ncn(Cc3cccc(C)c3)n2)csc1C | -2% | 7% | -7% | 4% | -7% | -2% | -4% | -4%
6 | NC(=S)N=Nc1c(O)n(Cc2ccccc2)c2ccccc12 | -18% | 16%[10 µM] | -7% | -10% | -2% | 2% | 0% | 0%
7 | CCCCCCCc1c(O)nc(SCCN2CCOCC2)[nH]c1=O | -15% | 9%[10 µM] | -7% | -6% | 6% | -8% | 0% | -16%
8 | C=CCN1C(=O)/C(=c2\sc3nc(=O)c(Cc4ccccc4Cl)nn3c2=O)c2ccccc21 | -12% | 0%[10 µM] | ? | -3% | -9% | -1% | -5% | ?
9 | CCc1cccc(NC(=O)CCCCCC2NC(=O)NC2C)c1 (stereo unspecified) | -8% | -10% | 0% | -11% | · | -5% | 0% | -8%
10 | Cc1cc(Br)ccc1NC(=O)Cn1cnc2sc(C)c(S(=O)(=O)N3CCN(C)CC3)c2c1=O | -12% | · | -8% | -3% | · | · | -1% | -3%
11 | COc1cc2c(cc1OC)C(COc1ccccc1OC)N(C(=O)CC(C)C)CC2 (stereo unspecified) | -4% | · | 0% | 1% | · | · | 0% | -2%
12 | Fc1cccc(CSc2ccc(-c3ccc4c(c3)OCO4)nn2)c1 | -20% | 4%[10 µM] | -10% | -3% | 11% | -6% | 0% | ?
13 | COc1ccc2cc(/C=N/NC(=O)c3ccc(CN(c4cccc(Cl)c4Cl)S(C)(=O)=O)cc3)c(Cl)nc2c1 | -2% | · | 5% | 1% | -3% | 10% | 1% | 2%
14 | COC(=O)c1cccc(Nc2c(-c3ccc(OC)cc3)nc3nc[nH]n23)c1 | ? | · | -9% | 0% | · | · | -6% | ?
15 | COc1ccc(C(=O)Nc2cc(C(F)(F)F)ccc2-n2cncn2)cc1 | -11% | -6% | -14% | 2% | · | -4% | -1% | -11%
16 | CCC(CC)C1C(C#N)=C(N)Oc2n[nH]c(C)c21 (stereo unspecified) | -12% | -21% | 5% | -5% | · | -4% | -5% | -11%
17 | COc1ccc(CN2CC(C(=O)NCCN3CCN(c4ccccc4F)CC3)CC2=O)cc1 (stereo unspecified) | 0% | -7%[0.074 µM] | 12% | 0% | · | 7% | -3% | -3%
18 | Cc1nn(Cc2ccc(Cl)cc2)c2sc(C(=O)O)cc12 | -7% | -49%[inhibitor] | 6% | -2% | · | -3% | -1% | -7%
19 | O=C(NO)c1ccccc1C(F)(F)F | -4% | -24% | -7% | 3% | -14% | -5% | -1% | 5%
20 | O=C(COc1ccccc1Cl)Nc1cc(-c2ccccc2F)nn1-c1ccccc1 | 15% | · | -9% | -13% | · | · | 0% | 10%
21 | O=C(COC(=O)Cc1c[nH]c2ccccc12)Nc1cccc2ccccc12 | ? | 12%[10 µM] | 1% | 3% | -10% | -8% | 2% | -23%
22 | COc1ccc(NC(=O)CCn2c(=O)c3cccn3c3cccnc32)c(OC)c1 | -12% | · | -2% | 5% | · | · | -1% | -8%
23 | COc1cc2[nH]c(=O)c(C(=O)NCCCN3CCCCC3)c(O)c2cc1OC | -8% | 1%[10 µM] | -12% | -3% | 0% | -9% | -1% | -18%
24 | CCCCn1c(SCc2ncc(-c3ccccc3)o2)nc2cc(S(N)(=O)=O)ccc21 | -8% | -62%[inhibitor] | -1% | 1% | -4% | -17% | 1% | -14%
25 | COC(=O)c1sccc1S(=O)(=O)N(CC(=O)Nc1cc(C)cc(C)c1)c1ccc(Cl)cc1 | -19% | · | -13% | 1% | · | · | -36% | 0%
26 | Clc1ccc(-c2nnc3n2CCCS3)cc1 | -3% | 12% | 3% | -5% | 10% | -16% | -3% | -6%
27 | CC1CCc2c(sc(NC(=O)CSc3ncn[nH]3)c2C#N)C1 (stereo unspecified) | -20% | -2%[10 µM] | -6% | 4% | 1% | i | -1% | -18%
28 | CC1CCCN(c2nc(N(C)c3ccccc3)nc(N)c2[N+](=O)[O-])C1 (stereo unspecified) | -3% | 20%[10 µM] | 1% | -2% | -5% | i | 0% | -14%
29 | COc1ccc(CNC(=O)C(Cc2ccccc2)n2cccc2)cc1 (stereo unspecified) | -6% | 8%[10 µM] | 1% | 8% | · | -3% | -1% | ·
30 | Cc1cccc(C(=O)C2CCOC(C)(C)C2)c1 (stereo unspecified) | -10% | 7%[10 µM] | -6% | -2% | 3% | 1% | -2% | -8%

Fetched by compound from the list above, 2 records:
item | canonical_smiles | Tau fluor cs | HTT cytoprotect | Tau fibril FP | TRb SRC2 PPI | L3MBTL1 inh | RECQ1 inh | TR SRC2 fluor cs | Tau ThT inhib
18 | Cc1nn(Cc2ccc(Cl)cc2)c2sc(C(=O)O)cc12 | -7% | -49%[inhibitor] | 6% | -2% | · | -3% | -1% | -7%
16 | CCC(CC)C1C(C#N)=C(N)Oc2n[nH]c(C)c21 (stereo unspecified) | -12% | -21% | 5% | -5% | · | -4% | -5% | -11%

Just RECQ1 inh, Tau fibril FP and L3MBTL1 inh, for some of the entries so far:
| entry | structure | RECQ1 inh | Tau fibril FP | L3MBTL1 inh |
| --- | --- | --- | --- | --- |
| 22 | COc1ccc(NC(=O)CCn2c(=O)c3cccn3c3cccnc32)c(OC)c1 | · | -2% | · |
| 23 | COc1cc2[nH]c(=O)c(C(=O)NCCCN3CCCCC3)c(O)c2cc1OC | -9% | -12% | 0% |
| 24 | CCCCn1c(SCc2ncc(-c3ccccc3)o2)nc2cc(S(N)(=O)=O)ccc21 | -17% | -1% | -4% |

(further entries)
item | canonical_smiles | Tau fluor cs | HTT cytoprotect | Tau fibril FP | TRb SRC2 PPI | L3MBTL1 inh | RECQ1 inh | TR SRC2 fluor cs | Tau ThT inhib
31 | CCCn1c(SCC(=O)c2cc(C)n(-c3ccc4c(c3)OCO4)c2C)n[nH]c1=O | -4% | 3.5µM* | -1% | 2% | -4% | -4% | -17% | ?
32 | CCN(CC)CCOc1ccc2nc(N(C)C)sc2c1 | -8% | -32%&10%[inhibitor] | -8% | 3%&-4% | -6% | 21% | -6%&-9% | -10%
33 | O=C(N/N=C/c1ccccc1OC(F)F)C1=COCCO1 | -3% | 1%[10 µM] | ? | 3% | -1% | -1% | -3% | ?
34 | Cc1cc(C)n2nc(CNS(=O)(=O)c3ccc(C)c(C)c3)nc2n1 | 3% | · | 0% | -2% | 8% | · | -2% | 7%
35 | CCN1CCN(c2cc(C)c3cc(NC(=O)c4cccc(Cl)c4)ccc3n2)CC1 | 14µM*[quencher] | · | 7% | 2% | · | · | -1% | ?
36 | CC(C)N1CC(C(=O)Nc2ccc(Br)c(Cl)c2)CC1=O (stereo unspecified) | -5% | 13% | -4% | -1% | · | i | 2% | 1%
37 | CC(C)CC(=O)NS(=O)(=O)c1ccc(NS(C)(=O)=O)cc1 | 6% | · | 2% | -1% | 4% | i | 1% | 3%
38 | COCCNC(=O)C1CC2Cn3c(nc4cc(C)c(C)cc43)C2N1C (stereo unspecified) | 9% | -7%[10 µM] | 7% | 0% | · | 10% | -1% | 4%
39 | CCN(CC)C(=S)SCC(=O)NC12CC3CC(CC(C3)C1)C2 | 1% | -1%[10 µM] | -2% | -1% | 2% | -18% | -1% | -12%
40 | CCc1nc(N[C@H](C(=O)O)C(C)CC)c2oc3ccccc3c2n1 (stereo partly specified) | 2% | -11% | 0% | -15% | -2% | -7% | -3% | -7%
41 | CC(C)Sc1nc2[nH]ncc2c(=O)[nH]1 | 1% | -37% | -2% | 3% | -2% | -8% | -2% | 0%
42 | N#C/C(=C/c1ccc(Sc2nc3ccccc3[nH]2)o1)c1cccc(Br)c1 | ? | -30% | ? | -15% | · | -20% | 0% | ?
43 | NC(=O)C1CCN(C(=O)COc2ccc(S(=O)(=O)NCc3ccccc3)cc2Cl)CC1 | -1% | · | -4% | -13% | 4% | -4% | 1% | -2%
44 | O=c1sc2ccccc2n1CCCOc1ccccc1 | -14% | -1% | 0% | 7% | 42%[activator] | -8% | -3% | -8%
45 | O=C(Cn1c(=O)n(Cc2ccc3c(c2)OCO3)c(=O)c2ccccc21)Nc1cccc(Cl)c1 | ? | · | 28µM* | 8% | · | · | 1% | ?
46 | CCCC1c2ccsc2CCN1C(=S)NC (stereo unspecified) | -7% | 21%[10 µM] | -4% | -4% | -10% | i | -10% | 2%

From PubChem BioAssay
